Screening data (PubChem BioAssay)
EBI2 block = EBI2 receptor antagonists, beta-arrestin recruitment, primary screen, cell-based, luminescence, 7a,25-OHC stimulation, uHTS | G-protein coupled receptor 183 (Homo sapiens), P32249 | 7a,25-OHC stimulated | inhibition, % at 5 µM | hit rate 0.81% among 360,000; in the data active = inhibition above about 38%;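 note: enzyme fragment complementation signal reports receptor beta-arrestin coupling in cells; 0% = agonist plus DMSO wells and 100% = wells without agonist; some results beyond the cut were filed as inactive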
Target sequence (P32249 whole entry, looked up, the tested form may be a part): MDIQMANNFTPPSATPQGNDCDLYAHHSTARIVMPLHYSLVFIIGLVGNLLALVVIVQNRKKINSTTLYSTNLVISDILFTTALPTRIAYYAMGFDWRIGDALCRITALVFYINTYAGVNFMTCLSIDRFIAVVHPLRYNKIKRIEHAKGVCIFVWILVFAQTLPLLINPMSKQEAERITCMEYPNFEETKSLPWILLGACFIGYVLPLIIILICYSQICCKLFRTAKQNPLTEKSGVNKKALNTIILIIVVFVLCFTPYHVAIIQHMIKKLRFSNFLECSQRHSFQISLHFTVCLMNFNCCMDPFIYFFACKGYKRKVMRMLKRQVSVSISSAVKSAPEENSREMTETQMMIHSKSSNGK
MPTP inh = mitochondrial permeability transition pore inhibitors, primary screen, biochemical, isolated mouse mitochondria, absorbance | inhibition, % at 10 µM | Ca2+ swelling absorbance, 30 min | hit rate 1.4% among 360,000;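 active = inhibition of 50% or more, scaled per plate between neutral and stimulator controls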;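 note: 0% = DMSO wells given calcium and 100% = 1 mM EGTA wells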
CXCR6 inh = CXCR6 receptor inhibitors, primary screen, cell-based, beta-arrestin, luminescence, CHO-K1 PathHunter, 1536-well | hit rate 0.36% among 360,000 | inhibition, % at 20 µM; in the data active = inhibition above about 34%, passing the limit was not always enough;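 note: antagonist mode with CXCL16 agonist at 10 nM final; 0% = 10 nM CXCL16 with DMSO and 100% = unstimulated wells without agonist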
Target sequence (O00574 whole entry, looked up): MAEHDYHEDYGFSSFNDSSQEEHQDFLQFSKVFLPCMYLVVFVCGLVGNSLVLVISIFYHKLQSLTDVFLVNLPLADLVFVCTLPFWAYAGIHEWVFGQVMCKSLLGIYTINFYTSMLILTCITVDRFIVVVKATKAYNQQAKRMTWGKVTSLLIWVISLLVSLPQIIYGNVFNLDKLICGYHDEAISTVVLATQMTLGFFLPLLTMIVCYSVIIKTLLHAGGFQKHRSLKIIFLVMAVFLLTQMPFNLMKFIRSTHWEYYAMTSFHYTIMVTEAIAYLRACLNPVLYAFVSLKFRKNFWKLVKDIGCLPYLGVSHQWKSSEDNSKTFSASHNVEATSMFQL
An asterisk follows results filed as active. Some of the compounds tested. The share of hits here may be higher or lower than overall.

EBI2 block	MPTP inh	CXCR6 inh	SMILES
2	0.3	-2	CN(C)c1ncnc2c1ncn2[C@H]1CN(Cc2ccc(-c3ccccc3)cc2)C[C@@H](CO)O1
-7	0.3	0	CC(C)NC(=O)c1cc(C2CCCCN2C(=O)OCCF)on1 (stereo not drawn)
1	-1.4	1	COc1ccc(/C=C/c2cc(O)cc(O[C@@H]3O[C@H](CO)[C@@H](O)[C@H](O)[C@H]3O)c2)cc1O
2	-2.0	-6	CCc1nc2ccc(C(=O)N3CCN(C(=O)c4ccco4)CC3)cn2c1N(C)C(=O)Nc1ccccc1OC
0	-0.7	-4	CC1(C(=O)Nc2cccc(OC(F)(F)F)c2)Cc2c(-c3ccc(C(N)=O)cc3)ccnc2O1 (stereo not drawn)
15	-0.6	2	CCOc1ccc(/C=N/Nc2cc(N3CCOCC3)ncn2)c(O)c1
-3	-1.4	6	O=C1NC[C@H](CCCCN2C[C@H](Cc3ccc(O)cc3)N(CCc3ccc(O)cc3)C(=O)C2=O)N(CCc2ccc(O)cc2)C1=O
8	3.3	-4	CC(C)=CCC[C@H](C)C[C@@H]1CC2=C(C(=O)OC(C)(C)O2)[C@H](c2ccc(Cl)cc2)O1
-13	0.9	-4	Cc1cc2nc(-c3cccc(Br)c3)c(CC(C)(C)C)n2c(C)c1Br
7	1.0	-6	O=C(Nc1c(-c2ccccc2)[nH][nH]c1=O)c1cccc(C(F)(F)F)c1
-20	-1.6	-6	O=C(O)C(=O)Nc1ncn[nH]1
-2	-0.2	-6	O=S(=O)(c1ccc(NC(=S)N2CCCCC2)cc1)N1CCCCC1
4	-1.1	6	O=C(NCc1cccnc1)c1cc(C2CCCCN2S(=O)(=O)c2cccs2)on1 (stereo not drawn)
-1	4.2	-1	COc1ccc(CC(N)c2csc(NC(=O)c3cc(C(C)(C)C)nn3Cc3ccccc3)n2)cc1 (stereo not drawn)
3	0.7	-4	Cc1cccc(CN2CCN([C@H]3CS(=O)(=O)N[C@@H]3COCc3ccccc3)CC2)c1
-5	0.2	0	Nc1nc(N)c2cc(S(=O)(=O)c3cccc(C(F)(F)F)c3)ccc2n1
-9	2.0	-4	CCCNC(=O)c1cc(C2CCCN(S(=O)(=O)c3ccccc3)C2)on1 (stereo not drawn)
-5	-1.1	-4	O=C1NC[C@@H](CCCCN2C[C@H](Cc3ccc(O)cc3)N(Cc3ccccc3)C(=O)C2=O)N(Cc2ccccc2)C1=O
-3	-1.5	-5	Nc1ncnc2c1ncn2[C@@H]1O[C@H](CNC(=O)[C@@H](N)Cc2ccc(C(=O)c3ccccc3)cc2)[C@@H](O)[C@H]1O
17	0.4	5	O=C(Nc1ccccc1)c1cc(C2CCCN(C(=O)C/C=C/c3ccccc3)C2)on1 (stereo not drawn)
-11	0.1	0	CCCc1c(C(=O)N/N=C/c2ccc3c(c2)OCO3)nnn1-c1nonc1N
-12	0.3	4	CCN(CC)CCCNc1cc(C)c(C#N)c2nc3ccccc3n12
18	2.1	8	CCCCC[C@H](C)N1C[C@H](COCc2ccccc2)Oc2cc(N3CCC[C@@H]3COC)ccc2S1(=O)=O
-4	1.6	-1	CC(C)COC(=O)N1CCCCC1c1cc(C(=O)NCc2ccccc2)no1 (stereo not drawn)
11	0.6	-12	O=C(Nc1ccccc1SC(=O)c1ccccc1)c1ccccc1
-13	-0.1	-1	Cn1nc(C(C)(C)C)cc1C(=O)N1CCCC(C)(C(=O)NS(=O)(=O)C2CC2)C1 (stereo not drawn)
-1	0.1	-6	NS(=O)(=O)c1ccc(CCNC(=O)CSc2nc3c(sc(=S)n3-c3ccccc3)c(=O)[nH]2)cc1
9	-0.2	6	CC(C)(C)N(Cc1ccccc1)C(=O)COC(=O)Cn1[nH]c(=O)c2ccccc2c1=O
15	-0.3	12	COc1cccc(-c2cnc3c(NC(C)=O)cc(-c4ccc(S(C)(=O)=O)cc4)cn23)c1
-5	-0.8	-7	COc1cccc(C(NC(C)=O)c2nc(-c3cccc(NC(C)=O)c3)cs2)c1 (stereo not drawn)

(next part)
EBI2 block	MPTP inh	CXCR6 inh	SMILES
-3	1.2	-1	Cc1ccc(CC2(C)C(=O)Nc3c(Cl)ccc(Cl)c32)cc1 (stereo not drawn)
7	0.5	-1	CN(C(=O)c1cc2c(cc1Br)OCO2)c1cccc2ccccc12
38	-2.0	55*	C=C1C(=O)[C@]23C[C@H]1CCC2[C@@]1(C)C(C[C@@H]3O)[C@](C)(C(=O)OC)CC[C@@H]1O (stereo partly drawn)
-3	-1.0	-16	C=C(C)Cn1c2ccc(NC(=O)NCc3ccccc3)cc2c(=O)n1C
-13	-0.2	-1	COC(=O)N(C)C[C@@H]1OCc2cn(nn2)CCCC(=O)N([C@@H](C)CO)C[C@H]1C
18	0.6	-6	COc1cccc(-c2cnc3c(NC=O)cc(-c4ccncc4)cn23)c1
-1	0.2	-6	Cc1ccc(C(=O)OCC(=O)NCc2ccc(Cl)cc2)s1
22	-0.3	29	O=C(NNC(=O)c1csc(-c2cccs2)n1)c1ccc(Cl)cc1
5	0.0	-5	O=C1NC[C@H](CCCCN2C[C@H](Cc3ccc(O)cc3)N(CC3CCCCC3)C(=O)C2=O)N(CC2CCCCC2)C1=O
-9	0.0	-4	COc1ccc(S(=O)(=O)N(C)C[C@H]2OCc3cn(nn3)CCCC(=O)N([C@H](C)CO)C[C@@H]2C)cc1
-1	-0.6	0	CCCNC(=O)C1(C)CCN1C(=O)C1(c2ccccc2)CC1 (stereo not drawn)
-11	-1.7	-8	COc1ccc(NC(=O)C2Cc3c(-c4ccc(NC(C)=O)cc4)ccnc3O2)cn1 (stereo not drawn)
7	-1.7	-3	O=C1Nc2ccccc2N(C(=O)c2ccc(-c3ccccc3)cc2)C1c1nc2ccccc2[nH]1 (stereo not drawn)
-2	-1.4	4	Cc1ccc([C@H]2C[C@H](O)[C@@H](n3cc(C4CC4)nn3)CN2Cc2cccs2)cc1
5	2.4	-3	CC1(Oc2ccccc2-c2ccn[nH]2)CCN(Cc2ccc(OC(F)(F)F)cc2)C1 (stereo not drawn)
-6	-1.2	-7	O=C(CC[C@H]1O[C@@H](n2cnc3c(NC(=O)c4ccccc4)ncnc32)[C@H](O)[C@@H]1O)NCc1ccc2c(c1)OCO2
2	-1.2	0	CCc1nc2ccc(C(=O)Nc3ccc(OC)c(OC)c3)cn2c1N(C)C(=O)Cc1ccccc1
24	0.4	6	O=S(=O)(c1cccc(C(F)(F)F)c1)N1c2ccccc2-n2cccc2C1c1cccnc1 (stereo not drawn)
-12	0.8	-4	COCCCNC(=O)c1cccc2c(-c3ccc(OC)cc3C)coc12
-1	-0.6	-4	COc1cccc(S(=O)(=O)N(C)C[C@@H]2Oc3cc(C#CCN(C)C)ccc3S(=O)(=O)N([C@H](C)CO)C[C@@H]2C)c1
0	0.1	-3	CCN1C(=O)[C@H]2[C@@H](c3ccc(C)cc3)N[C@]3(CCCN(Cc4ccc(OC)cc4)C3=O)[C@H]2C1=O
7	-0.5	5	CCN(CC)C(=O)C1=C(C)N(Cc2ccccc2)C(=O)C(CC(=O)NCCCCc2ccccc2)C1 (stereo not drawn)
20	-2.0	-1	Nc1[nH]c(C(=O)c2ccccc2)c(-c2ccc(Br)cc2)c1C(=O)c1ccc(Br)cc1
3	2.8	7	COc1ccc2c(c1)nc(-c1cccc(Br)c1)c(=O)n2C(c1ccccn1)c1nc2ccccc2[nH]1 (stereo not drawn)
1	0.6	-3	Cc1cc(C(O)c2ncc(-c3ccccc3F)[nH]2)ccc1F (stereo not drawn)
3	-1.5	0	Cc1ccc(S(=O)(=O)NC(=O)C2(C)CCN2C(=O)c2ccc(C(F)(F)F)nc2C)cc1 (stereo not drawn)
14	-0.5	3	CC(=O)Nc1cccc(-c2cc(NC(C)=O)c3ncc(-c4ccccc4)n3c2)c1
-1	-2.2	-9	Nc1ccn(CCCN2CCN(Cc3cccc4ccccc34)CC2)c(=O)n1
6	2.3	1	COC(=O)c1ccc(N2C(c3cc(OC)cc(OC)c3)=Cc3ccc(-c4cccnc4)cc3C2CC(=O)C2CC2)cc1 (stereo not drawn)
-4	-2.4	-1	C[C@@H]1CN([C@H](C)CO)C(=O)CCCn2nncc2CO[C@@H]1CN(C)C(=O)Cc1ccccc1

Single records, as listed above:
O=C(CC[C@H]1O[C@@H](n2cnc3c(NC(=O)c4ccccc4)ncnc32)[C@H](O)[C@@H]1O)NCc1ccc2c(c1)OCO2 is listed as EBI2 block = -6; MPTP inh = -1.2; CXCR6 inh = -7
CCN(CC)C(=O)C1=C(C)N(Cc2ccccc2)C(=O)C(CC(=O)NCCCCc2ccccc2)C1 (stereo not drawn) is listed as EBI2 block = 7; MPTP inh = -0.5; CXCR6 inh = 5

Going on with the list:
EBI2 block	MPTP inh	CXCR6 inh	SMILES
15	0.3	-6	COc1ccc(NC(=O)c2cc(-c3ccc(F)cc3OC(C)C)n[nH]2)cn1
-3	-0.5	-5	CCCCn1nnnc1C1(C)CCC(=O)N1CC1CCCCC1 (stereo not drawn)
-4	-0.4	0	COc1cccc(CNC(=O)[C@@H]2CCCN2C(=O)[C@@H]2CCCN2C(=O)c2c(F)cccc2F)c1
-4	1.2	-1	CC1=C(C(=O)N2CCCCCC2)CC(CC(=O)NCCN2CCOCC2)C(=O)N1Cc1ccc(F)cc1 (stereo not drawn)
-9	0.0	2	CCNC(=O)C1CCCN(C(=O)c2ccc(C(F)(F)F)cc2)CC1 (stereo not drawn)
-1	0.1	5	CNc1nc(Oc2cccc(F)c2)c2sccc2n1
0	-0.7	4	CCCCCCN1C[C@H](O)[C@@H](n2cc(COC(=O)c3ccccc3)nn2)C[C@@H]1c1ccc(Cl)cc1
21	-0.7	2	FC(F)(F)c1ccccc1Cc1c(C2CCCCC2)nc2ccc(Br)cn12
4	-1.0	2	Cc1ccccc1P(=O)(c1ccccc1)c1ccccc1C
0	2.3	17	CC(C)c1ccc(NC(=O)Nc2nc(CN)cs2)cc1
-4	-0.6	3	COc1ccc(C(=O)Nc2ccc3nc(C)sc3c2)cc1S(=O)(=O)N1CCOCC1
-3	-1.4	-6	Cc1ccc(CN2C(=O)CCC2(C)c2nnnn2Cc2ccccc2)cc1 (stereo not drawn)
1	-0.6	0	CC1Sc2ccccc2N(Cc2ccccc2)C1=O (stereo not drawn)
12	-0.1	-7	Cc1ccccc1CC(=O)Nc1ccc2c(c1)c(=O)n(C)n2-c1cccs1
9	-0.6	4	CCOC(=O)[C@]12CCC=C1N(Cc1ccc(Cl)cc1Cl)C(=O)[C@H](CC(=O)NCC13CC4CC(CC(C4)C1)C3)C2
7	1.2	14	CCc1nc2c(OCCC3CCCCC3)cccn2c1N(C)C(=O)c1ccco1
5	-0.1	-2	CC[C@H]1O[C@H](C)CC2=C1C(=O)OC(C)(C)O2
17	2.1	-5	Cc1ccc(S(=O)(=O)Nc2ccc(Nc3nccn4c(-c5cccc(OC(F)(F)F)c5)cnc34)cc2)cc1
-84	-3.5	8	CC[C@H](C)C1OC(=O)[C@@H](C)[C@@H](CC)NC(=O)[C@H](C)N(C)C(=O)C(C)(C)C(=O)C(C)NC(=O)[C@H](Cc2ccc(OC)cc2)N(C)C(=O)[C@H](C(C)C)N(C)C(=O)CNC(=O)[C@H](CC(C)C)N(C)C(=O)CNC1=O (stereo partly drawn)
16	1.3	9	CCOC(=O)[C@]12CCCC=C1N(Cc1ccc(Cl)cc1Cl)C(=O)[C@H](CC(=O)N1CCN(C(=O)c3ccco3)CC1)C2
10	0.6	1	CCOC(=O)C1=C[C@@H](c2ccccc2)N(S(=O)(=O)c2ccc(C)cc2)[C@H]1c1ccc(F)cc1
3	9.1	-7	Cc1cccc(CN(C)C[C@H]2OCc3cnnn3CCCC(=O)N([C@@H](C)CO)C[C@@H]2C)c1
-12	0.1	2	CC(C)CC1NC(=O)c2cccnc2-n2c1nc1cc(F)c(F)cc1c2=O (stereo not drawn)

Looked up by compound from the list above, seven records:
EBI2 block	MPTP inh	CXCR6 inh	SMILES
9	-0.2	6	CC(C)(C)N(Cc1ccccc1)C(=O)COC(=O)Cn1[nH]c(=O)c2ccccc2c1=O
-3	1.2	-1	Cc1ccc(CC2(C)C(=O)Nc3c(Cl)ccc(Cl)c32)cc1 (stereo not drawn)
-11	0.1	0	CCCc1c(C(=O)N/N=C/c2ccc3c(c2)OCO3)nnn1-c1nonc1N
1	-0.6	0	CC1Sc2ccccc2N(Cc2ccccc2)C1=O (stereo not drawn)
3	-1.5	0	Cc1ccc(S(=O)(=O)NC(=O)C2(C)CCN2C(=O)c2ccc(C(F)(F)F)nc2C)cc1 (stereo not drawn)
18	0.6	-6	COc1cccc(-c2cnc3c(NC=O)cc(-c4ccncc4)cn23)c1
21	-0.7	2	FC(F)(F)c1ccccc1Cc1c(C2CCCCC2)nc2ccc(Br)cn12
